Source: PubChem BioAssay (several laboratories)
DAT uptake mod: modulates human dopamine transporter uptake under cocaine. AID 449768. actives 1.3% (n = 110,000). B-score at 10 µM. LLC-PK1 hDAT cells, [14C]-dopamine uptake with cocaine IC80; actives deviate in either direction. Q01959;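 active = Z score or B-score, a plate-position-corrected score, falls beyond the plate's 99.7% confidence bounds, in either direction; inactive = both scores lie inside the 99.7% bounds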;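 also: scored against the spread of the other compound wells on the same plate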
Target sequence (Q01959 whole entry, looked up): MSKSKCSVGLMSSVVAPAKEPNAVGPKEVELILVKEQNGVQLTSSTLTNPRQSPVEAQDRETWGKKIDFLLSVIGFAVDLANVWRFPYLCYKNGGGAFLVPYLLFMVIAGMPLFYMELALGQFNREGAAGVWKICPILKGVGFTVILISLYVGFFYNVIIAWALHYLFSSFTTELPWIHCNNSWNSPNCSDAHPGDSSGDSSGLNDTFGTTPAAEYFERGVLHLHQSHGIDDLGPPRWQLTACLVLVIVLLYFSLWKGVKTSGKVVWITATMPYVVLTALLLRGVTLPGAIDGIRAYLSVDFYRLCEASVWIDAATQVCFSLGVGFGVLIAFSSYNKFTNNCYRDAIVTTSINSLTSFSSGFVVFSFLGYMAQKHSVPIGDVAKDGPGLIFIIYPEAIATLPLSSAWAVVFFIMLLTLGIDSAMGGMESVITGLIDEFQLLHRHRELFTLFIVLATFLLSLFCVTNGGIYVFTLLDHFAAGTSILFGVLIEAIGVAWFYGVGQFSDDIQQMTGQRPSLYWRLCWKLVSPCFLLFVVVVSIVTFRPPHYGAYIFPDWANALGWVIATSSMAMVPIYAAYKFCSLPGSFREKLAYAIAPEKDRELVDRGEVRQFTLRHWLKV
PostGolgi ctrl: yeast control strain growth, post-Golgi counter-screen | efflux-deficient yeast background strain, growth absorbance A615, 16 h | inhibition, % at 10 µM | actives 5% (n = 98,000) | AID 738
CYP2C9 inhib: blocks human cytochrome P450 2C9 | P11712 | CYP2C9 Supersomes, luciferin-H conversion, luminescence | inhibition, % at 5 µM | actives 20% (n = 96,000);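 active = blocking of liver enzyme CYP2C9 beyond about 50% at 5 µM, limit read from the data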; also: values of inactives mirror those of a sister screen read the other way
Target sequence (P11712 whole entry, looked up): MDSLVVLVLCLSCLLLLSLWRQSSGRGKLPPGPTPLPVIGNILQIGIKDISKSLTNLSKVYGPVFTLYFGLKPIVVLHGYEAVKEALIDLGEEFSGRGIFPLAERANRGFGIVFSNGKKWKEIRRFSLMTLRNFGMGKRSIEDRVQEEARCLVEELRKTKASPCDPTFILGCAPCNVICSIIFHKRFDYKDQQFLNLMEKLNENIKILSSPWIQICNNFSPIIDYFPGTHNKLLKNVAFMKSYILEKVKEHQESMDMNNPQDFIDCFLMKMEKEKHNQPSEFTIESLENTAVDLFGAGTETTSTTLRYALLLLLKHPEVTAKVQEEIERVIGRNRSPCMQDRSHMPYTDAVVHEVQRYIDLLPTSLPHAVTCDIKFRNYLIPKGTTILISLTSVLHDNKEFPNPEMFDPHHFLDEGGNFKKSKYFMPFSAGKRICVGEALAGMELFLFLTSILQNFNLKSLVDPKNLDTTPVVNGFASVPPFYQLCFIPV
PostGolgi yeast: growth inhibition of a yeast mutant, post-Golgi transport screen; post-Golgi transport phenotypic cell assay; inhibition, % at 10 µM; actives 0.9% (n = 98,000); AID 739;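 also: yeast cells grown in 1536-well plates; yeast grown about 18 h at 30C before absorbance read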
Ecoli WT expand: blocks growth of wild type E. coli BW25113; OD600 absorbance; growth inhibition, % at 100 µM; actives 0.15% (n = 98,000); AID 710;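 active = growth inhibition above about 50% at one test dose, limit read from the data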;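 also: growth measured after 20 h incubation at 37 °C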
CYP2C9 act: CYP2C9 (human) activation. recombinant CYP2C9, luciferin-H conversion, luminescence; active compounds read high; factor 1 = untreated enzyme, 0 = blocked. activation factor at 5 µM. actives 1.4% (n = 96,000);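 active = activation factor of 2 or more for CYP2C9 at a 5 µM dose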;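 also: 0 = sulfaphenazole-blocked wells and 1 = vehicle-only wells; values of inactives mirror those of a sister screen read the other way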
LYP inh 2: LYP (human) phosphatase inhibition. Q9Y2R2. recombinant LYP catalytic domain, DiFMUP fluorescence. inhibition, % at 2 µM. actives 0.21% (n = 96,000). AID 640;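 active = inhibition at 2 µM at or above a set limit, the screen mean plus 3 SD, cut at about 24% in these data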;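 also: 0% = DMSO with enzyme and 100% = enzyme fully blocked by orthovanadate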
PTPN22 act: increases human PTPN22 phosphatase activity | AID 697 | actives 0.11% (n = 96,000) | recombinant LYP, DiFMUP fluorescence; 0 = plate median, 100 = signal doubled | Q9Y2R2 | activation, % at 2 µM;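 active = activation at 2 µM above a set limit, the mean plus 5 SD, cut at about 37% in these data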
Pyk2 oligo antag: antagonists of human Pyk2 oligomerization. Q14289. Q293 cells, Pyk2 FERM NanoBiT luminescence; active compounds read low. z-score (the deposit names both 25 µM and 10 µM). actives 0.83% (n = 99,000);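 active = Z-score of -3 or lower, scaled per plate to the spread of control and sample wells; inactive = z-score above -3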;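 also: negative z-score means lost luminescence so less FERM oligomerization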
An asterisk follows results filed as active. Rule as the data show it, unless noted: active = inhibition above about 30%; inactive = the rest.

How did Cc1c(N(C)C(=O)C23CC4CC(CC(C4)C2)C3)c(=O)n(-c2ccccc2)n1C do in these assays?
DAT uptake mod: -0.19; PostGolgi ctrl: 18.2; CYP2C9 inhib: 9.8; PostGolgi yeast: 3.2; Ecoli WT expand: 0.0; CYP2C9 act: 0.9; LYP inh 2: -15.2; PTPN22 act: 12.4; Pyk2 oligo antag: -0.07

How did Cc1ccc(S(=O)(=O)/N=C(\CSC(N)=O)Nc2ccccc2)cc1 do in these assays?
DAT uptake mod: -0.235; PostGolgi ctrl: -1.1; CYP2C9 inhib: -87.3; PostGolgi yeast: 0.8; Ecoli WT expand: 0.0; CYP2C9 act: 1.9; LYP inh 2: -17.3; PTPN22 act: 20.0; Pyk2 oligo antag: 0.57

What do the screens show for `CC(C)CNC(=O)CCCc1c[nH]c2ccccc12`?
DAT uptake mod: 0.149; PostGolgi ctrl: 14.1; CYP2C9 inhib: -113.6; PostGolgi yeast: 3.9; Ecoli WT expand: 6.0; CYP2C9 act: 2.1*; LYP inh 2: -0.8; PTPN22 act: 2.2; Pyk2 oligo antag: -0.56

How did COc1cc(C)c(S(=O)(=O)NCc2ccc3c(c2)OCO3)cc1C do in these assays?
DAT uptake mod: 0.317; PostGolgi ctrl: 9.7; CYP2C9 inhib: 83.9*; PostGolgi yeast: 6.4; Ecoli WT expand: 2.0; CYP2C9 act: 0.2; LYP inh 2: -7.6; PTPN22 act: 4.6

What do the screens show for `CCN1CCCC1CNC(=O)CCNC(=O)c1cc(OC)c(OC)c(OC)c1` (centres undefined)?
DAT uptake mod: -0.449; PostGolgi ctrl: 27.6; CYP2C9 inhib: -0.8; PostGolgi yeast: -0.5; Ecoli WT expand: -8.0; CYP2C9 act: 1; LYP inh 2: -4.4; PTPN22 act: 1.9; Pyk2 oligo antag: 1.05

How did COC(=O)CN(c1ccc(F)cc1)S(=O)(=O)c1ccccc1 do in these assays?
DAT uptake mod: -0.00627; PostGolgi ctrl: 12.4; CYP2C9 inhib: 6.2; PostGolgi yeast: 9.5; Ecoli WT expand: -5.0; CYP2C9 act: 0.9; LYP inh 2: -1.7; PTPN22 act: 1.6; Pyk2 oligo antag: -0.61

How did Cc1cc(NC(=O)CSc2nnc(CNc3cccc(C(F)(F)F)c3)n2Cc2ccco2)no1 do in these assays?
DAT uptake mod: -0.521; PostGolgi ctrl: -9.4; CYP2C9 inhib: 32.6; PostGolgi yeast: -7.2; Ecoli WT expand: -9.0; CYP2C9 act: 0.7; LYP inh 2: -14.2; PTPN22 act: 11.2; Pyk2 oligo antag: -0.37

Results for CC(C)c1ccc(C(CC(=O)c2ccc(Cl)cc2)C(=O)O)cc1 (centres undefined) ?
DAT uptake mod: 1.16; PostGolgi ctrl: 9.2; CYP2C9 inhib: 17.5; PostGolgi yeast: 12.0; Ecoli WT expand: 0.0; CYP2C9 act: 0.8; LYP inh 2: 1.1; PTPN22 act: 2.1; Pyk2 oligo antag: 2.14

Results for COc1ccc2nc(SCC(=O)Nc3c(C)cccc3C)[nH]c2c1 ?
DAT uptake mod: 1.39; PostGolgi ctrl: 4.1; CYP2C9 inhib: 83.7*; PostGolgi yeast: 3.6; Ecoli WT expand: 7.0; CYP2C9 act: 0.2; LYP inh 2: 12.8; PTPN22 act: -11.0; Pyk2 oligo antag: 0.17

Results for CCN(CC)CCCNC(=O)Cn1cc2c(n1)CCC(C)C2 (centres undefined) ?
DAT uptake mod: -0.527; PostGolgi ctrl: 0.0; CYP2C9 inhib: -4.4; PostGolgi yeast: -3.3; Ecoli WT expand: 1.0; CYP2C9 act: 1

What do the screens show for `Cc1nc(-c2ccccc2)sc1-c1nc(-c2cccs2)ncc1S(=O)(=O)c1ccccc1`?
DAT uptake mod: -0.441; PostGolgi ctrl: 10.4; CYP2C9 inhib: 62.2*; PostGolgi yeast: 9.0; Ecoli WT expand: -12.0; CYP2C9 act: 0.4; LYP inh 2: 4.6; PTPN22 act: -7.0

What do the screens show for `Cc1ccc(-n2c(=O)[nH]cc(C(=O)Nc3ccc4c(c3)OCCO4)c2=O)cc1`?
DAT uptake mod: 0.753; PostGolgi ctrl: -0.1; CYP2C9 inhib: 34.4; PostGolgi yeast: -10.0; Ecoli WT expand: -25.0; CYP2C9 act: 0.7; LYP inh 2: 2.2; PTPN22 act: -1.7; Pyk2 oligo antag: -3.11*

What do the screens show for `COc1ccc(S(=O)(=O)Nc2nc(C(F)(F)F)cs2)cc1`?
DAT uptake mod: -0.0924; PostGolgi ctrl: 1.9; CYP2C9 inhib: 98.0*; PostGolgi yeast: -2.4; Ecoli WT expand: 4.0; CYP2C9 act: 0; LYP inh 2: -2.3; PTPN22 act: 0.1; Pyk2 oligo antag: -1.31

Results for COc1ccc(C)cc1NC(=O)CC(O)(C(F)(F)F)C(F)(F)F ?
DAT uptake mod: 0.947; PostGolgi ctrl: 8.9; CYP2C9 inhib: 13.6; PostGolgi yeast: -4.0; Ecoli WT expand: 0.0; CYP2C9 act: 0.9; LYP inh 2: 1.8; PTPN22 act: -4.3; Pyk2 oligo antag: -0.23

Results for CCN(CC)C(=O)COc1ccc(Br)cc1Cl ?
DAT uptake mod: -0.58; PostGolgi ctrl: -0.1; CYP2C9 inhib: 25.7; PostGolgi yeast: -2.9; Ecoli WT expand: 8.0; CYP2C9 act: 0.7; LYP inh 2: 1.1; PTPN22 act: -1.2; Pyk2 oligo antag: 0.36

What do the screens show for `COc1ccc(CCN2C(=NC(=O)CCC(=O)O)SC3CS(=O)(=O)CC32)cc1` (centres undefined)?
DAT uptake mod: 0.00335; PostGolgi ctrl: -1.2; CYP2C9 inhib: 7.8; PostGolgi yeast: -6.0; Ecoli WT expand: 1.0; CYP2C9 act: 0.9; LYP inh 2: -13.3; PTPN22 act: 17.4; Pyk2 oligo antag: 1.06

How did COc1cc(C2C(C(=O)OC(C)C)=C(C)Nc3[nH]c(=O)[nH]c(=O)c32)ccc1O (centres undefined) do in these assays?
DAT uptake mod: -0.498; PostGolgi ctrl: 0.9; CYP2C9 inhib: 49.8; PostGolgi yeast: -6.0; Ecoli WT expand: 4.0; CYP2C9 act: 0.5; LYP inh 2: -9.0; PTPN22 act: 7.5; Pyk2 oligo antag: 1.71

What do the screens show for `O=C(NCc1cccnc1)C1CC(=O)N(CCc2ccccc2)C1` (centres undefined)?
DAT uptake mod: -0.00131; PostGolgi ctrl: 25.4; CYP2C9 inhib: 1.0; PostGolgi yeast: 13.9; Ecoli WT expand: 3.0; CYP2C9 act: 1; LYP inh 2: -20.9; PTPN22 act: 17.0

Results for CS(=O)(=O)N1CCCC(C(=O)NCc2ccccc2Cl)C1 (centres undefined) ?
DAT uptake mod: -0.0549; PostGolgi ctrl: -10.1; CYP2C9 inhib: -1.4; PostGolgi yeast: 29.5; Ecoli WT expand: -3.0; CYP2C9 act: 1; LYP inh 2: 10.0; PTPN22 act: -6.6; Pyk2 oligo antag: 1.93

What do the screens show for `CCOc1ccccc1C(=O)Nc1nnc(COC)s1`?
DAT uptake mod: -0.506; LYP inh 2: 1.1; PTPN22 act: -2.5; Pyk2 oligo antag: 0.3

Reprinted from the part before: two compounds, followed by the next part.
Results for CS(=O)(=O)N1CCCC(C(=O)NCc2ccccc2Cl)C1 (centres undefined) ?
DAT uptake mod: -0.0549; PostGolgi ctrl: -10.1; CYP2C9 inhib: -1.4; PostGolgi yeast: 29.5; Ecoli WT expand: -3.0; CYP2C9 act: 1; LYP inh 2: 10.0; PTPN22 act: -6.6; Pyk2 oligo antag: 1.93

What do the screens show for `CCOc1ccccc1C(=O)Nc1nnc(COC)s1`?
DAT uptake mod: -0.506; LYP inh 2: 1.1; PTPN22 act: -2.5; Pyk2 oligo antag: 0.3

Results for O=C(COc1ccc(Cl)cc1)NNC(=O)C(=O)N1CCCCC1 ?
DAT uptake mod: -2.25; PostGolgi ctrl: -3.0; CYP2C9 inhib: -0.5; PostGolgi yeast: 2.9; Ecoli WT expand: 3.0; CYP2C9 act: 1; LYP inh 2: 3.5; PTPN22 act: 1.3; Pyk2 oligo antag: 1.55

How did CCOC(=O)c1c(C)[nH]c(N=Nc2cccc(C)c2)c1C do in these assays?
DAT uptake mod: 0.868; PostGolgi ctrl: 20.1; CYP2C9 inhib: 93.4*; PostGolgi yeast: -2.4; Ecoli WT expand: 16.0; CYP2C9 act: 0.1; LYP inh 2: 2.9; PTPN22 act: -2.0; Pyk2 oligo antag: -1.66

What do the screens show for `Cc1cccc(-n2nc3c(c2NC(=O)c2ccc(Br)o2)CSC3)c1`?
DAT uptake mod: 0.632; PostGolgi ctrl: 6.0; CYP2C9 inhib: 83.5*; PostGolgi yeast: 2.4; Ecoli WT expand: 5.0; CYP2C9 act: 0.2; LYP inh 2: 3.5; PTPN22 act: -1.1; Pyk2 oligo antag: 0.69

What do the screens show for `O=S(=O)(Nc1ccccc1)c1ccc(F)cc1`?
DAT uptake mod: -0.802; PostGolgi ctrl: 4.4; CYP2C9 inhib: 71.8*; PostGolgi yeast: 1.6; Ecoli WT expand: 0.0; CYP2C9 act: 0.3; LYP inh 2: 2.5; PTPN22 act: -2.0; Pyk2 oligo antag: -0.92

How did CCn1c(SCC(=O)c2ccc(NS(=O)(=O)c3ccccc3)cc2)nnc1-c1cccs1 do in these assays?
DAT uptake mod: -0.0115; PostGolgi ctrl: 10.8; CYP2C9 inhib: 94.0*; PostGolgi yeast: 10.3; Ecoli WT expand: -10.0; CYP2C9 act: 0.1; LYP inh 2: -5.2; PTPN22 act: 10.0; Pyk2 oligo antag: -0.27

What do the screens show for `CCCCN1C(=O)/C(=C2\SC(N3CCCCC3)=NC2=O)c2ccccc21`?
DAT uptake mod: -0.0413; PostGolgi ctrl: 40.3*; CYP2C9 inhib: 90.1*; PostGolgi yeast: 0.0; Ecoli WT expand: -8.0; CYP2C9 act: 0.1; LYP inh 2: 4.2; PTPN22 act: -5.7; Pyk2 oligo antag: -1.22

Results for CCNC(=S)NC1CC2CCCC(C1)N2Cc1ccco1 (centres undefined) ?
DAT uptake mod: -0.0132; PostGolgi ctrl: -1.4; CYP2C9 inhib: -3.0; PostGolgi yeast: -2.8; Ecoli WT expand: 2.0; CYP2C9 act: 1; LYP inh 2: 6.8; PTPN22 act: -4.3; Pyk2 oligo antag: 1.06

Results for Cc1ccc(N(Cc2cc(=O)[nH]c3ccccc23)C(=O)c2ccco2)cc1 ?
DAT uptake mod: 1.11; PostGolgi ctrl: 5.0; CYP2C9 inhib: 30.3; PostGolgi yeast: 19.5; Ecoli WT expand: 12.0; CYP2C9 act: 0.7; LYP inh 2: -7.3; PTPN22 act: 4.9; Pyk2 oligo antag: -0.49

What do the screens show for `Nn1c(SCc2cccc(C(F)(F)F)c2)nnc1-c1ccco1`?
DAT uptake mod: 0.205; PostGolgi ctrl: 3.2; CYP2C9 inhib: -60.7; PostGolgi yeast: -5.8; Ecoli WT expand: -3.0; CYP2C9 act: 1.6; LYP inh 2: 1.7; PTPN22 act: -3.8; Pyk2 oligo antag: -0.06

How did CCOC(=O)c1ccc(NC(=O)CSc2nc(C)cc(=O)[nH]2)cc1 do in these assays?
DAT uptake mod: 0.397; PostGolgi ctrl: -9.9; CYP2C9 inhib: 29.8; PostGolgi yeast: -3.8; Ecoli WT expand: -1.0; CYP2C9 act: 0.7; LYP inh 2: 3.7; PTPN22 act: -3.2; Pyk2 oligo antag: 0.16

How did COc1ccc(C(=O)N2CCN(C(=O)c3cc(OC)c(OC)c(OC)c3)CC2)cc1 do in these assays?
PostGolgi ctrl: 3.2; CYP2C9 inhib: 3.7; PostGolgi yeast: -6.8; Ecoli WT expand: -2.0; CYP2C9 act: 1; Pyk2 oligo antag: -0.37

What do the screens show for `CCCCNC(=O)CSc1nnc(-c2ccco2)n1C`?
DAT uptake mod: 0.405; PostGolgi ctrl: 23.1; CYP2C9 inhib: 44.2; PostGolgi yeast: -1.2; Ecoli WT expand: 8.0; CYP2C9 act: 0.6; LYP inh 2: 1.3; PTPN22 act: -3.8; Pyk2 oligo antag: 0.37
